GALK inhibitor – qHTS Assay for Inhibitors of Human Galactokinase (GALK) | Purified GALK, Kinase-Glo residual ATP luminescence | P51570 | hit rate 0.007% among 270,000 | Potency, µM (top dose mostly 57.5 µM), for the others: at the highest dose activity change, negative = inhibition, most hits filed as inhibitors; further: potency means the concentration at half of the fitted maximal effect; on the % scale 0 is the no-effect control and ±100 the full control effect
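Galactose (100 uM) and ATP (35 uM) were turned over by 5 nM GALK for 1 h at RT. Kinase-Glo Plus then converted the remaining ATP into a luminescent signal.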
Integrin act MD – qHTS for Activators of Integrin-Mediated Alleviation for Muscular Dystrophy; alpha7betagal myoblasts, beta-gal FDG fluorescence, 48 h; hit rate 0.064% among 350,000; Potency, µM (doses to about 38.3 µM), for the others: at the top dose activation, most hits filed as activators;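 further: potency means the concentration at half of the fitted maximal effect; 100% = response of the positive control SU9516; nearly all actives have a fitted effect of over 60% in size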
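Alpha7betagal+/- myoblasts (passage 13) were plated 16-24 hr, then exposed to compounds (1:260 dilution of DMSO stock) for 48 hours at 37C. After MPER lysis, β-galactosidase reporter activity was read as FDG fluorescence (ex 480/em 540) after 30 minutes.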
S-ASM inh – Inhibitors of Secretory Acid Sphingomyelinase (S-ASM): qHTS; Potency, µM (titrated, usually from 57.5 µM), for the others: at the top dose activity change, negative = inhibition, usual class: inhibitors; Sphingomyelin phosphodiesterase (Homo sapiens), P17405; AID 504937, 2011; placental ASM, HMU-PC fluorogenic substrate, 60 min; hit rate 0.006% among 340,000; further: potency means the concentration at half of the fitted maximal effect
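Human placenta-derived ASM preincubated with compound 10 min at room temperature, then reacted with 9 uM (final) fluorogenic HMU-PC substrate for 60 min at 37 C. Stop solution raises pH to 10; fluorescence read at Ex 386/Em 447 nm.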
AT treatment – qHTS Assay for Identifying a Potential Treatment of Ataxia-Telangiectasia | […] A-T fibroblasts, KAP-1 phosphorylation AlphaLISA; neocarzinostatin DNA damage 30 min before lysis | Potency, µM (series often up to 57.5 µM), without a hit: at the highest dose activation, actives largely listed as activators | hit rate 0.19% among 320,000 | AID 485349, 2010; further: potency means the concentration at half of the fitted maximal effect; % of control where 0% means no effect; nearly all actives have a fitted effect of over 45% in size
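ATM-like activity read as KAP-1 phosphorylation via AlphaLISA donor/acceptor antibody pairs after lysis and 6 hr at 25C. Cells were ATM-null patient fibroblasts ([…], hTERT), dosed 60 min, then exposed to the DSB inducer NCS for 30 min.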
FBPA coupling cs – qHTS Assay for Inhibitors of Fructose-1,6-bisphosphate Aldolase from Giardia Lamblia: Coupling assay counterscreen. coupling enzyme system counterscreen, AmpLite Red fluorescence. activity change, negative = inhibition, % at 58.2 µM, hits read low. hit rate 0.67% among 290,000; in the data active means activity change below about -30%; further: on the % scale 0 is the no-effect control and ±100 the full control effect
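Fluorescence at 525 nm excitation and 598 nm emission measured inhibition of the coupled detection system without aldolase. Compounds (at 57.5 uM final) were preincubated 10 min at room temperature with coupling enzyme reagent before a 20 min substrate/AmpLite Red step.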
MLL CXXC-DNA inh – qHTS Fluorescence Polarization Assay for Inhibitors of MLL CXXC domain - DNA interaction | Histone-lysine N-methyltransferase 2A (Homo sapiens), Q03164 | MLL-CXXC / FITC-HOXA9 DNA fluorescence polarization | Potency, µM (titrated, usually from 115 µM), for the others: top-dose activity change, negative = inhibition, hits mostly inhibitors | hit rate 0.037% among 290,000 | AID 2662, 2010; active means well fitted inhibition curve with a large enough effect in the polarisation, with a control signal flat, not every such curve was filed as active; inconclusive means small, poorly fitted or top-dose-only effect, or effect the other way, or a change in a side signal; inactive means no such curve, though single readings can be large or run the other way; the % refers to the polarisation; further: potency means the concentration at half of the fitted maximal effect
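Steps: dispense CXXC domain solution (7 uM) → pin compounds or unlabeled HOX-A9 DNA control → 5 min ambient → add FLSN-HOX-A9 solution (50 nM) → spin → 30 min ambient → fluorescence polarization. Tris pH 7.5/NaCl/DTT/BSA buffer.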
MBNL1-CUG inh – qHTS Assay for Inhibitors of MBNL1-poly(CUG) RNA binding | Muscleblind-like protein 1 (Homo sapiens), Q9NR56 | TR-FRET MBNL1-His/biotin-(CUG)12 binding, 665/545 ratio | Potency, µM (titrated, usually from 57.5 µM), without a hit: at the top dose activity change, negative = inhibition, actives largely listed as inhibitors | hit rate 0.036% among 280,000; active means well fitted inhibition curve with a large enough effect in the signal ratio, with a control signal flat, not every such curve was filed as active; inconclusive means small, poorly fitted or top-dose-only effect, or effect the other way, or a change in a side signal; inactive means no such curve, though single readings can be large or run the other way; the % refers to the signal ratio; further: potency means the concentration at half of the fitted maximal effect; on the % scale 0 is the no-effect control and ±100 the full control effect
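TR-FRET between His-tagged MBNL1 and biotin-(CUG)12 RNA, detected with Tb anti-His antibody (0.055 ng/ul) and streptavidin-XL665 (5 nM), 60 min at room temperature. Compounds titrated 92 nM to 58 uM; 665/545 nm ratio normalized to buffer and complex controls.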
hERG WT inh – qHTS for Inhibitors of KCHN2 3.1: Wildtype qHTS; U2OS, BacMam KCNH2, thallium flux FluxOr; active compounds read low; hit rate 0.37% among 340,000; activity change, % at 1.84 µM; Voltage-gated inwardly rectifying potassium channel KCNH2 (Homo sapiens), Q12809;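 active means maximum activity change below -70%; inconclusive means maximum activity change between -70% and -50%; inactive means maximum activity change above -50%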; further: on the % scale 0 is the no-effect control and ±100 the full control effect
Target sequence (Q12809 whole entry, looked up): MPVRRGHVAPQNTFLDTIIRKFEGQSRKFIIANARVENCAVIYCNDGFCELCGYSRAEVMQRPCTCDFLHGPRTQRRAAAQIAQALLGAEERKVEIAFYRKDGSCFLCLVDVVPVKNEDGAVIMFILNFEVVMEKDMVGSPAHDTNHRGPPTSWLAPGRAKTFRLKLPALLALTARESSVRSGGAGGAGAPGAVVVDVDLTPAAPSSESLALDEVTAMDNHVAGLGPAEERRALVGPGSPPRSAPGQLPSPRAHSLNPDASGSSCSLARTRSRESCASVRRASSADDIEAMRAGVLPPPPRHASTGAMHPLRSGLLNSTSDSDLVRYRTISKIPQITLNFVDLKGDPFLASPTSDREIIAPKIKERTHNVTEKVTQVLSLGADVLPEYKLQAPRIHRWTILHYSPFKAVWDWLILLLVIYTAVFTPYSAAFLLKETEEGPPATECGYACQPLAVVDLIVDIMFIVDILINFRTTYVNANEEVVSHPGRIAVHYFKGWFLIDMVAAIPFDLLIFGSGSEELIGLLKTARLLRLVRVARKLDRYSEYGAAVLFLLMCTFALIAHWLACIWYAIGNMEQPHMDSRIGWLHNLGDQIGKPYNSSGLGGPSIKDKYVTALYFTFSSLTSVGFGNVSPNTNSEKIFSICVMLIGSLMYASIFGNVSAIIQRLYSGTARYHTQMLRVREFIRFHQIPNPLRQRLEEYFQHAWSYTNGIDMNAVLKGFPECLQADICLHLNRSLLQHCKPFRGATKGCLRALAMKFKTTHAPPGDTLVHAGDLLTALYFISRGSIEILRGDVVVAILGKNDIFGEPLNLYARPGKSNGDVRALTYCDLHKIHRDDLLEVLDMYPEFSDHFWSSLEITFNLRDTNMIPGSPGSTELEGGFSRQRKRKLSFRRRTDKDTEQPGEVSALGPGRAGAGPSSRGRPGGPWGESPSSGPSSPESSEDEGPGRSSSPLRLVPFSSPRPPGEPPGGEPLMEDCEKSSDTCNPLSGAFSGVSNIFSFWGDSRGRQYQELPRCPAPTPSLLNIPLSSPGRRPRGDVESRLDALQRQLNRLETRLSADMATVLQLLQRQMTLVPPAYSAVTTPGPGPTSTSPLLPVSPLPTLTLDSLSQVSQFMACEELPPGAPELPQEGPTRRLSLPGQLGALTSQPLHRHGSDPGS
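U2OS cells were transduced with wild-type KCNH2 virus (2.03 x 10^8 / mL) for 4 h at room temperature, then cultured overnight at 37 C. Thallium flux was read with FluxOr dye. Rate constants were normalized to DMSO controls.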
KCNH2 3.1 inh – qHTS for Inhibitors of KCHN2 3.1: Mutant qHTS; Potassium voltage-gated channel subfamily H member 2, brain isoform KCNH2 3.1 (human); U2OS KCNH2 3.1, thallium flux FluxOr; active compounds read low; activity change, % (tested at about 1.8 µM); hit rate 0.95% among 340,000; AID 720553, 2013;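 active means maximum activity change below -70%; inconclusive means maximum activity change from -70% to -50%; inactive means maximum activity change above -50%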;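 further: thallium influx rate constant from kinetic fluorescence after stimulation buffer; on the % scale 0 is the no-effect control and ±100 the full control effect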
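Virally transduced U2OS (3.1 isoform, 4 h infection in dark at RT) → overnight 37 C → FluxOr + Red40 in HBSS/HEPES, 45 min → stimulation buffer, 2 min kinetic read → rate constant vs DMSO controls.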
TRPV1 agonist – HTS Assay for Compounds that Act as Agonists of the Vanilloid Receptor 1; TRPV1-expressing cells, Fluo-8 calcium influx, agonist mode; Transient receptor potential cation channel subfamily V member 1 (Homo sapiens), Q8NER1; activation, % at 8.33 µM; hit rate 0.19% among 320,000; in the data active means activation above about 80%; inconclusive means between about 30% and that limit; further: 0% is about no effect
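Fluo-8 calcium influx in TRPV1-expressing cells, kinetic read (ex 480/em 520 nm). Compound added and read 3 min for agonist activity, followed by capsaicin at EC20 final and 2 min further read for enhancement.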
Active calls of the source: *; i = inactive; ? = inconclusive; nt = not tested or not shown; [ ] = dose if it differs, or a comment. Unless noted, the call rests on the fitted dose curve; in most records, active means well fitted curve in the direction sought with a large enough effect; inconclusive means small, poorly fitted or top-dose-only effect, or another doubt; inactive means no such curve, though single readings can be large; an effect the other way counts as inactive or inconclusive.

Order of values – GALK inhibitor, Integrin act MD, S-ASM inh, AT treatment, FBPA coupling cs, MLL CXXC-DNA inh, MBNL1-CUG inh, hERG WT inh, KCNH2 3.1 inh, TRPV1 agonist
1	Cc1ccc(NC(=O)Cc2sc(C)nc2-c2ccc(C)cc2)cc1
  0%, 8%, 3%, -1%, -3, -2%, 0%, -3, 13, ?
2	CC(C)CN1C(Nc2ccccc2)=NC[C@@H]1C
  nt, 13%, 3%, 9%, 4, 8%, -5%, -26, 8, 2
3	CN1CCc2c(sc3c2C(=O)NC(/C=C/c2ccco2)N3)C1 (configuration not stated)
  nt, -41%, 29%, nt, nt, nt, nt, -7, 8, nt
4	CCCCCCc1cc2cc(C(=O)Nc3ccccc3)c(=O)oc2cc1O
  3%, -4%, i, -3%, -2, ?, nt, -9, -14, 1
5	Cc1c(NC(=O)c2ccccc2)cccc1[N+](=O)[O-]
  2%, 35%, 5%, 1%, 2, 7%, 16%, -3, -3, 2
6	Cc1ccc(C)c(S(=O)(=O)N2CCCC2CNC(=O)c2ccc([N+](=O)[O-])cc2)c1 (configuration not stated)
  nt, 13%, -2%, 0%, nt, nt, nt, 3, -13, 3
7	O=C(CCC1CCN(C(=O)c2ccco2)CC1)NCc1ccc(F)cc1
  0%, 4%, 3%, 3%, 4, 22%, ?, 30, nt, -1
8	S=C(c1ccc2c(c1)OCO2)N1CCCCCC1
  1%, 15%, 8%, nt, 4, -1%, 1%, -4, 15, -1
9	Cc1c(C(=O)C(=O)N2CCN(C)CC2)c2ccccc2n1C
  10%, -7%, 5%, -1%, 0, 31%[activator], -4%, -12, -12, -1
10	C=CCn1c(SCC(=O)NCCOC)nnc1-c1cc2c(s1)CCC(CC)C2 (configuration not stated)
  -3%, -27%, -1%, 0%, 4, -1%, -10%, 6, 9, 5
11	Cc1cc(C(=O)N2CCCC(N3CCN(c4cccc(Cl)c4)CC3)C2)nc(C)n1 (configuration not stated)
  -2%, 0%, 0%, -6%, nt, 4%, -1%, 7, nt, 2
12	CCN1CCN(Cc2nc3c(c(=O)n(C)c(=O)n3C)n2CCCc2ccccc2)CC1
  6%, nt, nt, 2%, 1, -7%, 1%, nt, nt, 4
13	CCn1c(SCC(=O)Nc2ccccc2N2CCOCC2)nnc1-c1ccccc1
  -3%, -3%, 4%, 3%, -7, 4%, -7%, 32, 3, -2
14	Cc1ccc(C(C#N)c2ccc(C(=O)c3ccc(F)cc3)cc2)cc1 (configuration not stated)
  1%, -14%, -5%, -4%, 0, 13%, -8%, -2, -32, 17
15	COc1ccc(/C=N/NC(=O)CSCC(=O)Nc2ccccc2)cc1
  7%, 0%, -3%, -2%, 2, 1%, nt, 1, -15, -2
16	CS(=O)(=O)c1ccc2nc(NC(=O)c3ccccc3Cl)sc2c1
  0%, -8%, 42%, -1%, 0, 2%, 45%[activator], 13, 28, -1
17	Cc1cccc(CN2CCN(CC(=O)N3CCCC3)C2=O)c1
  0%, -8%, 2%, nt, -4, -7%, 2%, 1, 6, 0
18	O=C(COC(=O)CCc1c[nH]c2ccccc12)NC(c1ccccc1)c1ccccc1
  -1%, 13%, -1%, -3%, -2, -2%, -26%, 2, -7, 11
19	O=C(Nc1ccncc1)c1cccc(S(=O)(=O)N2CCOCC2)c1
  nt, 14%, 7%, 2%, nt, nt, nt, 11, 17, 1
20	COc1cc2ccccc2cc1C(=O)N(CCN(C)C)c1nc2c(OC)ccc(OC)c2s1
  -2%, -19%, -23%, 3%, -2, 4%, -6%, 5, -24, 2
21	C=CCn1c(N)cc(=O)nc1SCC(=O)Nc1ccc(C(=O)OCC)cc1
  1%, -10%, -1%, -2%, -1, 0%, 3%, -2, -18, -3
22	O=C(c1cncc(Br)c1)N1CCN(S(=O)(=O)c2ccccc2)CC1
  -3%, 7%, 1%, 6%, 3, 5%, 2%, -6, -2, 0
23	CCCCCCOc1ccc(C(CC(=O)O)C(N)=O)cc1 (configuration not stated)
  6%, ?, 9%, 6%, 5, -8%, 5%, -3, 14, -5
24	CCOC(=O)C1C(C)=C(Nc2ccc(OC)cc2)C(=O)N1c1ccc(OC)cc1 (configuration not stated)
  4%, 26%, 0%, 0%, 1, 5%, -15%, 19, -28, 3
25	CCCc1nnc(NC(=O)CCC(=O)O)s1
  1%, 6%, 2%, 8%, 4, -12%, -10%, 0, 12, 0
26	O=C(CNC(=O)C1COc2ccccc2O1)N/N=C/c1ccc([N+](=O)[O-])cc1 (configuration not stated)
  -2%, 0%, -5%, -9%, -3, 0%, ?, 4, -7, 1
27	O=C(CCC1CCCN(C(=O)CCCc2ccccc2)C1)N1CCN(c2ccccn2)CC1 (configuration not stated)
  5%, -4%, 2%, 0%, 6, -7%, -1%, -6, -3, 4
28	COc1ccc2[nH]c(=O)c(CN(C(=O)c3cccnc3)c3ccccc3)cc2c1
  2%, 20%, 41%[activator], 5%, -2, -8%, -3%, -4, 2, -3
29	CCOC(=O)/C=C/C(=O)Nc1ccccc1C(=O)NC1CCCCC1
  0%, -27%, 0%, -1%, 3, 3%, 7%, 0, -13, 14
30	CCc1cc2cccc(C)c2nc1SCC(=O)c1ccc(NC(C)=O)cc1
  1%, 25%, -27%, 7%, -1, 23%, ?, -15, -2, 0
31	Cc1cc2ccccn2c1C(=O)c1cccc(S(=O)(=O)N2CCOCC2)c1
  7%, 4%, -13%, -8%, -1, 1%, ?, 8, 4, ?
32	O=c1oc2ccc(C#CC3(O)CCCCC3)cc2cc1-n1cc(-c2ccsc2)nn1
  nt, 0%, 22%, -19%, nt, nt, nt, 4, 1, 1
33	O=C(CCn1nc(-c2ccccc2)ccc1=O)N1CCOCC1
  -2%, -8%, 8%, -5%, 0, 5%, 0%, -9, 2, 1
34	Cc1ccc(C(=O)NCCNC(=O)c2ccco2)cc1C
  2%, ?, 0%, 13%, 0, 37%[activator], 0%, -2, -3, -2
35	CN(c1ncc(C(F)(F)F)cc1Cl)N1C(=O)c2cccc(N)c2C1=O
  -1%, 26%, 13%, 8%, -1, -14%, 16%, -9, 16, 4
36	CC1CCC2(CC1)NC(=O)N(CC(=O)NCCc1ccc(F)cc1)C2=O (configuration not stated)
  nt, 5%, 7%, 0%, nt, nt, nt, -5, 4, 0
37	CCCCNC(=O)CN(C1CCCCC1)S(C)(=O)=O
  1%, 17%, 1%, 4%, 0, 8%, -10%, 6, -3, 0
38	CN1CCN(CCNC(=O)Nc2ccc(Cl)cc2)CC1
  1%, 7%, 0%, -7%, -1, 14%, -3%, 7, 3, 1
39	O=C1CC(c2ccc(S(=O)(=O)NCc3ccncc3)cc2)CN1 (configuration not stated)
  2%, -19%, 1%, 7%, 4, -9%, -11%, 11, -8, nt
40	COc1ccc(NC(=O)N(C)C[C@H]2Oc3c(NS(=O)(=O)c4ccc(F)cc4)cccc3C(=O)N([C@H](C)CO)C[C@@H]2C)cc1
  nt, -13%, 2%, -3%, nt, nt, nt, 1, 20, nt
41	CCOc1cc(NC(=O)c2ccco2)c(OCC)cc1NC(=O)CCC(=O)NCc1cccnc1
  2%, 3%, -4%, 5%, 7, 6%, -10%, -15, 9, 6
42	O=C(c1cccc2c1-c1ccccc1C2)N1CCCCC1
  1%, 36%, 7%, 6%, 5, -1%, nt, -8, -6, -2
43	Cc1nc(-c2ccc(F)cc2)c(CC(=O)N(C)CC(=O)Nc2c(C)cccc2C)s1
  nt, 8%, 3%, -2%, nt, nt, nt, -10, -1, -2
44	O=C(O)C1C2C=CC(C2)C1C(=O)N1CCc2ccccc21 (configuration not stated)
  2%, 4%, 6%, 11%, -1, -4%, -4%, -2, -6, nt
